# OX1R antag: blocks the human orexin 1 receptor | O43613 | CHO/OX1R cells, Fluo-8 calcium fluorescence, orexin A | inhibition, % at 5 µM | hit rate 0.43% among 330,000 | AID 434989;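 active = inhibition above its plate's threshold, mean inhibition of all tested compounds on the plate plus 3 SD, cut at about 37% in these data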;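 also: 0% = orexin A challenge wells and 100% = SB-334867-A antagonist wells; not every result past the cut was called active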
# Target sequence (O43613 whole entry, looked up): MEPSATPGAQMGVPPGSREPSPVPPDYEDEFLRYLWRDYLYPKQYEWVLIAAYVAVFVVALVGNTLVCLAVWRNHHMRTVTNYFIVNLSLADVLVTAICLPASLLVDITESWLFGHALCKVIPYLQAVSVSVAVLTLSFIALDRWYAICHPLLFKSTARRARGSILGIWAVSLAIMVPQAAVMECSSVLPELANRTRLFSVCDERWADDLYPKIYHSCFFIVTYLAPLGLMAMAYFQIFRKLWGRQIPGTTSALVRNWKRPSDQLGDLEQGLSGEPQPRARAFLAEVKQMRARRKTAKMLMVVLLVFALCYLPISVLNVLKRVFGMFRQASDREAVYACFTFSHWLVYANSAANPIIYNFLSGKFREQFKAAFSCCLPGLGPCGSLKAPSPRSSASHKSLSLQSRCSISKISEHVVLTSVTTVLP
# CHT allo act: allosterically activates the human high affinity choline transporter. hit rate 0.49% among 310,000. B-score at 10 µM. CHT-expressing cells, membrane potential dye, choline EC20; active compounds read high; LV-AA mutant CHT in HEK293 cells;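 active = initial fluorescence not abnormally high and integrated response B-score, plate-corrected, over 3 SD above library mean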
# Target sequence (Q9GZV3 whole entry, looked up): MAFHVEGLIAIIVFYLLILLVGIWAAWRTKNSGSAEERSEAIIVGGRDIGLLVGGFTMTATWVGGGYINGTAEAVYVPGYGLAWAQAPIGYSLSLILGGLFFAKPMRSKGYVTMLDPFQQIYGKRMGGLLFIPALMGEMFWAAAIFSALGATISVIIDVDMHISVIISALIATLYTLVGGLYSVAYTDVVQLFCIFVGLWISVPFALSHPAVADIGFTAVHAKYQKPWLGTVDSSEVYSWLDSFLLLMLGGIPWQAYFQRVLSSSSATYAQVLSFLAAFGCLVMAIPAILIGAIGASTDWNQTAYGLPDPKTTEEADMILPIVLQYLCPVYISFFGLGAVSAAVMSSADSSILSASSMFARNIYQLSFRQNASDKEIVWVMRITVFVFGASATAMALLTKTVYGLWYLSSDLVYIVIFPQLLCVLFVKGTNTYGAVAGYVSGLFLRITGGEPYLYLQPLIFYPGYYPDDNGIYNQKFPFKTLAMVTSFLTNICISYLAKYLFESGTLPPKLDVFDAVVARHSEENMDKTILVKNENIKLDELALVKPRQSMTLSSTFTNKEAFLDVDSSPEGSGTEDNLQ
# Starred values were filed as active, the others as inactive; i = inactive; x = no result given.
canonical_smiles	OX1R antag	CHT allo act
CCC(C)N(C(=O)CSc1nc2ccc(OC)cc2[nH]1)C1CCS(=O)(=O)C1 (stereo not given)	-25	i
COc1ccc(S(=O)(=O)Nc2cccc3c2O[C@H](CN(C)Cc2ccc(-c4ccccc4)cc2)[C@@H](C)CN([C@H](C)CO)C3=O)cc1	-10	x
Cc1cc(NC(=O)CC(C)C)c(=O)n(Cc2c(F)cccc2Cl)c1	-15	i
CC(=O)Nc1ccn(-c2ccccc2)n1	-19	i
CCCC1=NN(c2ccc([N+](=O)[O-])cc2)C(=O)/C1=C\N(C)C	1	i
O=C1c2ccccc2NC(c2ccc([N+](=O)[O-])cc2)N1O (stereo not given)	-4	i
Cc1ccccc1N=Nc1c(O)[nH]c2ccccc12	21	i
COc1ccc(OC)c(S(=O)(=O)N2CCC(C(=O)NCCC3=CCCCC3)CC2)c1	-31	i
COC(=O)C(O)(CC(=O)Nc1ccc(C)c(F)c1)C(F)(F)F (stereo not given)	-6	i
CCO/C(C)=C1/SC(=S)NC1=O	7	i
COc1ncnc2sc3c(c12)CCCC3	-20	i
CCOC(CNc1c([N+](=O)[O-])c(=O)n(C)c(=O)n1C)OCC	-10	i
Cc1cc2ncn(C(=O)N3CCOCC3)c2cc1C	-9	i
COc1ccccc1NC(=O)c1c(NC(=O)CCC(=O)O)sc2c1CCCCC2	-8	i
CC(C)c1nnc(NC(=O)CSc2ncn[nH]2)s1	-10	i
O=c1c2ccccc2nc(/C=C/c2c[nH]c3ccccc23)n1CCO	-16	i
O=C(Nc1ccc(C(=O)N2CCCC2)cc1)c1ccccc1F	-7	i
COc1ccc2cc(CCNC(=O)C(C)(C)C)c(=O)[nH]c2c1	-8	i
Cc1ccc(C(=O)N/C(=C\c2cccc([N+](=O)[O-])c2)C(=O)Nc2cccc(C(=O)O)c2)cc1	10	i
c1cc2c(cc1NC1CCCCCC1)OCO2	-3	i
Cc1ccccc1NC(=O)CSc1nnc(C)c(=O)[nH]1	-8	i
CCOC(=O)C1=CN(c2cccc(F)c2)C=C(C(=O)OCC)C1c1cc(OC)c(O)c([N+](=O)[O-])c1	-19	i
Cc1ccc(S(=O)(=O)NCC(=O)OCC(=O)c2ccc(Cl)s2)cc1	-2	i
NNC(=O)COc1ccccc1F	-19	i
Cc1ccc(CN2CC(C(=O)Nc3cccc(C)n3)CC2=O)cc1 (stereo not given)	-11	i
COc1ccc(C(=O)CNC2=NCCC2)cc1	-3	8.2*
COc1ccc(C(C)=O)c(Oc2nc(CN3CCOCC3)nc3scc(-c4cccs4)c23)c1	-28	i
CCCCCCCOc1ccc(C2CC(=O)N(C)C2=O)cc1 (stereo not given)	-5	i
O=S(=O)(c1cccs1)N1CCN(CC(O)COc2cccc(Br)c2)CC1 (stereo not given)	4	i
CCC(C)c1c(O)nc(SCC(=O)Nc2ccccc2)[nH]c1=O (stereo not given)	-10	i

# An excerpt from above in order of count of non-hydrogen atoms, highest first:
canonical_smiles	OX1R antag	CHT allo act
CCOC(=O)C1=CN(c2cccc(F)c2)C=C(C(=O)OCC)C1c1cc(OC)c(O)c([N+](=O)[O-])c1	-19	i
COc1ccc(C(C)=O)c(Oc2nc(CN3CCOCC3)nc3scc(-c4cccs4)c23)c1	-28	i
O=C(Nc1ccc(C(=O)N2CCCC2)cc1)c1ccccc1F	-7	i
c1cc2c(cc1NC1CCCCCC1)OCO2	-3	i

# Next part.
canonical_smiles	OX1R antag	CHT allo act
COc1ccccc1NC(=O)CSc1ccc2nnc(-c3cccnc3)n2n1	-19	i
COc1ccc(-c2nnc(SCc3cccnc3)o2)cc1	-13	i
CC(=O)c1ccc(NC(=O)C(C)N(C)CC(=O)Nc2ccc(Cl)cc2)cc1 (stereo not given)	-17	i
Cc1cccc(-c2c3c(=O)n(C)c(=O)n(C)c3c3cccnn23)c1	-11	i
CCCCc1cc(=O)oc2cc(OCC(=O)N3CCC(C(=O)O)(c4ccccc4)CC3)ccc12	-8	i
Cc1cc(C(=O)Nc2cccc(S(=O)(=O)N3CCCCC3)c2)c2ccccc2n1	-34	i
CC(=O)c1c(C)[nH]c(-c2ccccc2)nc1=S	5	i
CC(C)(C)c1cc(NC(=O)COC(=O)c2ccc3c(=O)n4c(nc3c2)CCC4)n(-c2ccccc2)n1	-24	i
FC(F)(F)c1cc(-c2ccccc2)nc(NC2CCCC2)n1	-25	i
CSc1ncccc1C(=O)OCC(=O)NC(C)C	-3	i
O=C1OC(c2ccc(F)cc2)=N/C1=C\c1ccc(Br)o1	-6	i
O=C(C1=COCCO1)N(Cc1nnc(-c2ccccc2Cl)o1)C1CC1	-13	x
CCc1ccc(NC(=O)CSc2nc(=O)n3cc(C)ccc3n2)cc1	-10	i
CN(C)CCN1C(=O)C(=O)/C(=C(/O)c2ccc(F)cc2)C1c1ccccc1F (stereo not given)	0	i
COCCNC(=O)C1CCCN(S(=O)(=O)c2c(C)noc2/C=C/c2cccs2)C1 (stereo not given)	-25	i
COc1cc(/C=C/c2noc(-c3ccccc3O)n2)cc(OC)c1OC	-19	i
CCC1CCCCN1S(=O)(=O)c1ccccc1 (stereo not given)	-6	i
OCCNCc1c(OCc2ccc(Cl)cc2)ccc2ccccc12	1	i
CCOc1ccc(S(=O)(=O)NC(C)C(=O)NCc2cccnc2)cc1 (stereo not given)	-12	i
COc1cccc(C(=O)OCn2nnc3ccccc3c2=O)c1OC	-23	i
O=[n+]1c2c(n([O-])c3cc(Br)ccc31)CCC2	-9	i
COc1ccccc1NC(=O)CSc1nncn1-c1cccnc1	-10	i
COC(=O)c1cccc(NC(=O)c2nn(C)c(=O)c3ccccc23)c1	-30	i
CCOc1ccccc1CNC(=O)CCNC(=O)Cn1ccc2ccccc2c1=O	-25	i
COc1cc(OC)cc(C(=O)Nc2ccccc2NC(C)=O)c1	-13	i
CCn1cc(S(=O)(=O)CC(=O)Nc2ccc3c(c2)OCCO3)c2ccccc21	-25	i
COc1ccc(S[C@@H](CCN2CC[C@H](C)CCC2=O)c2ccccc2)cc1	-6	x
Cc1cc(C)cc(NC(=O)c2cccc3c2C(=O)N(C2CCCCC2)C3)c1	-18	i
CN(C(=O)c1ccc(F)cc1)c1ccccc1C(=O)NCc1ccccc1	-19	i
N#CCN=C(c1ccccc1)c1ccccc1	7	x

# In the list so far, these contain a nitro group on carbon:
canonical_smiles	OX1R antag	CHT allo act
CCCC1=NN(c2ccc([N+](=O)[O-])cc2)C(=O)/C1=C\N(C)C	1	i
O=C1c2ccccc2NC(c2ccc([N+](=O)[O-])cc2)N1O (stereo not given)	-4	i
CCOC(CNc1c([N+](=O)[O-])c(=O)n(C)c(=O)n1C)OCC	-10	i
Cc1ccc(C(=O)N/C(=C\c2cccc([N+](=O)[O-])c2)C(=O)Nc2cccc(C(=O)O)c2)cc1	10	i
CCOC(=O)C1=CN(c2cccc(F)c2)C=C(C(=O)OCC)C1c1cc(OC)c(O)c([N+](=O)[O-])c1	-19	i

# Carrying on:
canonical_smiles	OX1R antag	CHT allo act
N#CC1CN(C(c2ccccc2)c2ccccc2)C1	-2	i
CCOc1ccccc1N1CC(C(=O)NNC(=O)c2ccc(F)cc2)CC1=O (stereo not given)	-4	i
CCC1Oc2ccccc2N(CC(=O)NCCCN2CCCCC2CC)C1=O (stereo not given)	-24	i
Cn1c(SCc2ccc(F)cc2Cl)nc2ccccc2c1=O	36	x
O=C(COC(=O)c1ccc(OC(F)F)cc1)NCCNC(=O)COC(=O)c1ccc(OC(F)F)cc1	-14	i
CCCCc1cc(=O)oc2cc(OCC(=O)NCCN3CCOCC3)c(Cl)cc12	-8	i
O=[N+]([O-])c1ccccc1/C=C\C=N\N1CCN(c2ccccc2)CC1	-40	i
COc1ccc(C2SCCN2C(=S)Nc2cccc(C(F)(F)F)c2)cc1 (stereo not given)	28	i
CCn1nc(CCC(=O)O)c2ccccc2c1=O	5	i
C/C=C(/C)C(=O)Nc1cccc(C2=NOC3(C2)C[C@H](C(N)=O)N(C(=O)COc2ccc(Cl)cc2)C3)c1 (stereo not given in full)	-26	i
Cc1ccc(-c2nnn(CC(=O)N(Cc3ccco3)C(C(=O)NC3CCCC3)c3cccs3)n2)o1 (stereo not given)	22	i
CCCCN(C(=O)CSc1nn(-c2ccc(F)cc2)c(=S)s1)c1c(N)n(CCCC)c(=O)[nH]c1=O	-20	i
Cc1cccc(/C=N/NC(=O)NC2CCCCC2)c1	-10	i
CC(=O)N(c1cccc(C)c1)C1SC(=O)N(c2ccccc2)C1=O (stereo not given)	-30	i
Cc1nnc(SC(C)C(=O)Nc2nccs2)s1 (stereo not given)	-14	i
CCOc1ccc(OCCn2ccnc2)cc1	-8	i
COc1cc(C(=S)N2CCCC2)ccc1OC(=O)c1ccc(Cl)cc1[N+](=O)[O-]	15	i
c1csc(CNc2ncnc3ccc(-c4ccoc4)cc23)c1	-20	x
CC(C)(C)C1CCC(C(=O)Nc2cccnc2)CC1 (stereo not given)	-21	i
COc1ccc(C2=NN(CN3C(=O)C(=O)c4ccccc43)C(c3cccc([N+](=O)[O-])c3)C2)cc1 (stereo not given)	-19	i
Cc1nn(-c2ccccc2)c(C)c1C(=O)OCC(=O)Nc1ccccc1C(F)(F)F	-46	x
Nc1ncnc2c1ncn2[C@@H]1O[C@H](CO)[C@@H](O)[C@@H]1O	-5	i
CC1CCCCC12NC(=O)N(CC(=O)NC(=O)NCc1ccco1)C2=O (stereo not given)	-19	i
O=C(Cn1nnc(-c2cccs2)n1)Nc1ccccc1C(F)(F)F	-12	i
O=C(Nc1ccc(Cl)cc1)OCc1cncs1	10	i
Cc1ccc(Cn2c(=N)n(CC(O)c3ccco3)c3ccccc32)cc1 (stereo not given)	-26	i
O=c1c2c([nH]c3ccccc13)C(=C1CCCC1)CC2	-18	i
Cc1c(C(=O)N(Cc2ccc(N(C)C)cc2)CC2CCCO2)oc2ccccc12 (stereo not given)	-34	i
COc1ccc(OC)c(NC(=O)Nc2ccc3c(c2)CCC3)c1	-35	i
Cc1cccc2c1Sc1ccccc1CC2=O	-11	i
CN(CC(=O)Nc1ccc(S(N)(=O)=O)cc1)Cc1ccccc1F	-5	i
CCOc1ccc(C(=O)Nc2ccc(C(F)(F)F)n(C)c2=O)cc1	-10	i
COCc1nnc(NC(=O)c2ccc(S(=O)(=O)N3CCCc4ccccc43)cc2)o1	-12	i
CC(C)CCn1c(SCC(=O)OCn2nnc3ccccc3c2=O)nc2ccccc2c1=O	-42	i
Cc1c(Cl)cccc1NC(=O)C1NC(=O)CC1c1ccccc1 (stereo not given)	-6	i
CCOC(=O)N1CCC(NC(=O)c2cc(-c3ccc(OC)cc3)nc3ccccc23)CC1	-24	i
Cc1cc(C(=O)NNC(=S)Nc2ccccc2C)cs1	-10	i
Cn1c(=O)c2c(nc(CN3CCOCC3)n2CC(O)CO)n(C)c1=O (stereo not given)	4	i
Cc1cc(C(=O)COC(=O)CNC(=O)c2ccc(F)cc2)c(C)n1Cc1ccco1	-16	i
Cc1ccc(C)c(S(=O)(=O)Nc2nc(C)c(C(=O)Nc3ccccc3)s2)c1	0	i
Cn1c(=O)c2ncn(CC(=O)N/N=C/C=C/c3ccccc3)c2n(C)c1=O	-10	i
CN1CCCC(OC(=O)c2ccc(C#N)cc2)C1 (stereo not given)	-4	i
CN(C(=O)COC(=O)C1c2ccccc2Oc2ccccc21)C1CCS(=O)(=O)C1 (stereo not given)	-6	i
Cc1ccc(S(=O)(=O)N(Cc2n[nH]c(=S)n2-c2ccccc2)c2cccc(Cl)c2)cc1	-40	i
O=C(Cn1nnc2ccccc2c1=O)N[C@H](C(=O)O)c1ccccc1	-7	i
COc1cc(C(=O)NCCN2C(=O)S/C(=C\c3ccc(F)cc3)C2=O)ccc1OCC(=O)N1CCOCC1	0	i
O=C1CC(c2ccco2)CC(O)=C1C=Nc1cc(Cl)ccc1O (stereo not given)	-20	i
CC1=C(C(=O)NC2CC(C)(C)Cc3c2cnn3-c2ccc(C)cc2)OCCO1 (stereo not given)	x	i
Cc1cccc([N+](=O)[O-])c1NC(=O)COC(=O)c1nc2nccc(C)n2n1	5	x
CCN(CC)CCN1C(=O)C(=O)/C(=C(/O)c2ccc(OC(C)C)cc2)C1c1ccncc1 (stereo not given)	-6	i
CSc1nc2n(n1)C(c1ccccn1)C1=C(CC(C)(C)CC1=O)N2 (stereo not given)	-5	i
O=C(COC(=O)C1CC2CCCC(C1)C2=O)Nc1ccc(Cl)cn1 (stereo not given)	-11	x
Cc1nn(CCC(=O)NNC(=S)NCC(C)C)c(C)c1Br	-12	i
CS(=O)(=O)N1Cc2ccccc2CC1C(=O)OCC(=O)NCc1ccccc1 (stereo not given)	-2	x
CN(C)CC(O)COC(c1ccc(Cl)cc1)c1ccc(Cl)cc1 (stereo not given)	-10	i
Cc1ccc(C(=O)NC(=S)Nc2ccc(NC(=O)c3cccc(Cl)c3)cc2)cc1	-20	i
Oc1ccccc1C=NC1=NN(c2cccc(C(F)(F)F)c2)CC1	-9	i
CCCCNC(=O)c1onc(CSc2ccc(Cl)cc2)c1C(=O)NCCCC	-34	i
Cc1noc(C)c1NC(=O)N(C)C[C@H]1Oc2ccc(NC(=O)Nc3ccc(C(F)(F)F)cc3)cc2C(=O)N([C@H](C)CO)C[C@@H]1C	2	x
COC(=O)C1CCN(S(=O)(=O)c2ccc(Br)s2)CC1	-6	x

# Compounds as they come; about 0.8% have a hit in one of these screens.
